Source: PubChem
ASAP1 GAP inh: ASAP1 ArfGAP inhibition; Q9ULH1; inhibition, % at 16.5 µM; 360,000 compounds, 0.19% hits; AID 624377; ASAP1-stimulated ARF1 GTP hydrolysis, GDP FP detection; in the data active means inhibition above about 25%;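 further: 0% = vehicle with enzyme and substrate and 100% = no enzyme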
ARFGAP1 inh: rat ARFGAP1 inhibition. Q62848. Arfgap1-stimulated ARF1 GTP hydrolysis, GDP FP detection. inhibition, % at 16.5 µM. 360,000 compounds, 0.26% hits. AID 651572;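 active means inhibition above a per-plate limit, mean inhibition of low control wells plus 3 SD, cut at about 25% in these data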;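 further: 0% = DMSO wells with enzyme and 100% = wells lacking Arfgap1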
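Material – truncated rat Arfgap1 GAP domain · Buffer or medium – HEPES-based buffer, pH 7.5 · Reagent – human ARF1(Δ1-17)-GTP substrate · Dosing – 16.5 µM single point, 1.26% DMSO · Schedule – GTP hydrolysis reaction 2 h at 25 °C · Technique – GDP detection by fluorescence polarization · Benchmarks – No-Arfgap1 wells (100%) versus DMSO full-reaction wells (0%) · Repeats – single replicate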
TDP2 inh: blocks human TDP2 phosphodiesterase activity. 370,000 compounds, 0.34% hits. inhibition, % at 12.8 µM. recombinant TDP2, T5PNP hydrolysis, p-nitrophenol absorbance 415 nm. O95551;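 active means inhibition above the mean of all tested compounds plus 3 SD, set per campaign, cut at about 25% in these data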;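 further: 0% = DMSO with enzyme and 100% = buffer with substrate but no TDP2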
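Assay system: recombinant human TDP2 / Reagent: T5PNP substrate at 5 mM, a TopII-DNA adduct mimic / Measured by: epi absorbance from released p-nitrophenol / Evaluation: % inhibition relative to enzyme-containing and enzyme-free wells / Control set: enzyme-free and DMSO wells / Replicates: each compound tested once, singlicate / Schedule: enzyme reaction with compound for 2 h at 37 °C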
DDE Tn6 FP inh: DD(E)-Tn6 binding inhibition, primary FP screen; P02675; Fibrin DD(E) TRITC-Tn6 fluorescence polarization displacement; inhibition, % at 8.3 µM; 370,000 compounds, 0.21% hits; AID 720509;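 active means inhibition above a per-campaign cutoff: mean of compounds within control limits plus 3 SD, cut at about 15% in these data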;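 further: 0% = median of all compound wells on the plate and 100% = blocking peptide control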
PLCg1 inh: inhibitors of human phospholipase C gamma1; P19174; inhibition, % at 12.2 µM; AID 720700; purified PLC-gamma1, fluorogenic substrate, fluorescence; 370,000 compounds, 0.84% hits; in the data active means inhibition above about 9.5%
ADAM10 inh: inhibits human ADAM10; O14672; recombinant ADAM10, EDANS/DABCYL FRET peptide cleavage, 3 h; inhibition, % at 7 µM; 370,000 compounds, 0.62% hits;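 active means inhibition above a per-campaign cutoff equal to the mean of compounds falling between control-based bounds plus 3 SD, cut at about 20% in these data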;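 further: 0% = DMSO wells while the 100% control is not disclosed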
Target sequence (O14672 214-748 limits assumed): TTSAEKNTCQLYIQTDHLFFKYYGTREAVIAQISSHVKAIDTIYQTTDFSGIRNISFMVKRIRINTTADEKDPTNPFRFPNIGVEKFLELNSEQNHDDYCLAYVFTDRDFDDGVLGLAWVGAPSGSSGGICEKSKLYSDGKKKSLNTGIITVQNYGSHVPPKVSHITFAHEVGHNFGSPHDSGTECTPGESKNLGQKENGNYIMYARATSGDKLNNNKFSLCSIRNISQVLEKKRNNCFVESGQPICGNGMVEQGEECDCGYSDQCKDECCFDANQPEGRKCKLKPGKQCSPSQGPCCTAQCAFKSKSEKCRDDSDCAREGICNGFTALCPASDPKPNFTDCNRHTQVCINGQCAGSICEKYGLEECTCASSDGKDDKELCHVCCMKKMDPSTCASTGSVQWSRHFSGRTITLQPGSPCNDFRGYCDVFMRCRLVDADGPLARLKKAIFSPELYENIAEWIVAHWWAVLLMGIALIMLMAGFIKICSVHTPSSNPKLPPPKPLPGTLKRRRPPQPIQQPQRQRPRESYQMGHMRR
SIAE primary: human SIAE inhibition, primary screen; SIAE FP-Rh probe binding, fluorescence polarization; inhibition, % at 9.66 µM; 370,000 compounds, 0.69% hits;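 active means inhibition above a cutoff: mean of compounds within the control limits plus 3 SD of those, cut at about 17% in these data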;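 further: 0% = plate median of compound wells and 100% = probe without SIAE protein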
Target sequence (Q9HAT2 whole entry, looked up): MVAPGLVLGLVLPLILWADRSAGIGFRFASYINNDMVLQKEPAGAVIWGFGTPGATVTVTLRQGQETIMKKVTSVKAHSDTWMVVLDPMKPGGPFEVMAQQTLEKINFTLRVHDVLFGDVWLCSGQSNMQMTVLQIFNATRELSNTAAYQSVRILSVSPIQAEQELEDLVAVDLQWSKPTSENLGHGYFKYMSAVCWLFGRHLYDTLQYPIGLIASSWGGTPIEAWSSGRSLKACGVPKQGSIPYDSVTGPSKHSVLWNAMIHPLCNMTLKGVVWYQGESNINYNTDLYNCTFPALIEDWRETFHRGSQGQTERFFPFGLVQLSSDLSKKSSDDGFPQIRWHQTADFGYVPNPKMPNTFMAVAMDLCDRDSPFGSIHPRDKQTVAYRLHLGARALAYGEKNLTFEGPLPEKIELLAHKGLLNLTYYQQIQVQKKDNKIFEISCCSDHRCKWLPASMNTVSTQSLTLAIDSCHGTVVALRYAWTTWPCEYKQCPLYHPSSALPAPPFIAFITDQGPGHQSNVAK
DDE Tn7 FP inh: DD(E)-Tn7 binding inhibition, primary FP screen; FP displacement of FITC-Tn7 peptide from fibrin DD(E); 0% = median of compound wells per plate; inhibition, % at 8.3 µM; 370,000 compounds, 0.13% hits;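 active means inhibition above the mean of compounds falling within the control limits plus 3 SD of them, cut at about 14% in these data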;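 further: 0% = plate median of compound wells and 100% = 10 µM Aha-Tn7 peptide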
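Also added: labelled Tn7 tracer, 0.1 µM; Assay system: human fibrin DD(E) protein; Amount: 2 µM fibrin DD(E); Schedule: 10 min compound pre-incubation, 3 h probe incubation at room temperature; Repeats: one replicate per compound; Read-out basis: percent inhibition; Measured by: fluorescence polarization of the labelled Tn7 tracer.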
ADAM17 inh: inhibits human ADAM17. P78536. recombinant ADAM17, EDANS/DABCYL FRET peptide cleavage. inhibition, % at 6.95 µM. 370,000 compounds, 0.83% hits. AID 720648;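 active means inhibition above the mean of compounds lying between control limits plus 3 SD, set per campaign, cut at about 8.5% in these data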;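 further: 0% = DMSO-only wells as the low control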
PLC-beta3 inh: blocks human PLC-beta3 enzyme activity; inhibition, % at 12.2 µM; AID 720704; Q01970; Purified PLC-beta3, fluorogenic substrate, fluorescence; 370,000 compounds, 0.18% hits; in the data active means inhibition above about 11%;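 further: 0% = median of compound wells on plate and 100% = full blocker control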
Starred values were filed as active, the others as inactive; i = inactive; . = not tested or not shown.

No.	Structure	ASAP1 GAP inh	ARFGAP1 inh	TDP2 inh	DDE Tn6 FP inh	PLCg1 inh	ADAM10 inh	SIAE primary	DDE Tn7 FP inh	ADAM17 inh	PLC-beta3 inh
1	CC(=O)c1cccc(NC(=O)Cn2cnc(S(=O)(=O)N3CCc4ccccc43)c2)c1	14	4	-11	6	3	2	-5	-3	2	-2
2	O=C(O)CSC1CC(=O)N(c2ccc(Cl)cc2)C1=O (stereo not drawn)	-2	-1	-5	7	-2	-4	2	4	-2	-2
3	CCOC(=O)C(NC(=O)c1ccc(OC)cc1)(N1CCCC1=O)C(F)(F)F (stereo not drawn)	-10	5	4	4	1	-8	1	1	-4	2
4	O=C1C2C(CC3c4ccccc4CCN32)CN1c1ccccc1 (stereo not drawn)	.	.	0	-8	-352	-126	-2	-4	-45	-470
5	O=C(c1ccccc1)N1CC[C@H]2[C@H](CCCN2Cc2ccccc2)C1	.	.	0	1	2	1	1	-3	-2	-1
6	Cc1ccc(-c2noc(CSc3nnnn3C3CCCCC3)n2)cc1	7	-4	5	-3	3	-1	-12	-2	2	-6
7	CCc1ccc(CCC(=O)Nc2ccc(C(C)=O)cc2)o1	-7	-7	-1	15	-3	1	7	5	-2	-24
8	Cc1ccc(NC(=O)CSCC(=O)NC2CCCCC2)cc1	0	6	10	7	-2	-7	1	-1	-4	0
9	Cc1ccc(N2C(=O)CC(N3CCSCC3)C2=O)c(C)c1 (stereo not drawn)	-7	10	10	-1	0	5	6	12	-2	-6
10	Cc1cc2oc(=O)cc(CN3CCN(Cc4ccc5c(c4)OCO5)CC3)c2cc1C	7	-7	-5	-4	2	3	-1	-3	0	1
11	Cn1c(=O)[nH]c(=O)c2c1nc(NCc1ccco1)n2CCCc1ccccc1	-1	-8	-10	1	0	-1	14	-4	0	1
12	COc1ccc(CNC(=O)CCCn2c(=O)c3cccn3c3cccnc32)cc1	4	7	6	4	-1	-11	1	-5	-5	-3

Quoted from the listing:
cpd 9 in TDP2 inh is entered as 10
cpd 1 in DDE Tn7 FP inh is entered as -3
cpd 7 in ADAM10 inh is entered as 1
cpd 12 in SIAE primary is entered as 1
cpd 11 in DDE Tn7 FP inh is entered as -4
cpd 8 in PLC-beta3 inh is entered as 0
cpd 3 in PLC-beta3 inh is entered as 2

(cont.)
No.	Structure	ASAP1 GAP inh	ARFGAP1 inh	TDP2 inh	DDE Tn6 FP inh	PLCg1 inh	ADAM10 inh	SIAE primary	DDE Tn7 FP inh	ADAM17 inh	PLC-beta3 inh
13	Cc1nn(C)cc1CNC(=O)c1ccc(Br)o1	0	-9	-4	6	3	6	0	8	-4	5
14	COC(=O)[C@]12C[C@H](CC(=O)N3CCCCC3)C(=O)N(Cc3ccco3)C1=C[C@H](COCc1ccccc1)O[C@@H]2C	.	.	-8	-1	3	7	4	-5	0	3
15	CCn1c(COc2ccccc2C)nnc1SCC(=O)Nc1ccc2c(c1)OCCO2	9	-8	-3	1	1	-5	3	5	-3	0
16	O=S1(=O)CCOC[C@H](Cc2ccccc2)N1Cc1ccccc1	8	10	-3	-11	5	8	4	-9	3	6
17	O=C(Nc1cccs1)Nc1ccccc1Cl	-10	3	-7	4	-5	3	0	-3	2	-4
18	C[C@H]1O[C@@H](n2cc(F)c(=O)[nH]c2=O)[C@H](O)[C@@H]1O	10	13	-15	2	5	-10	-2	0	-4	3
19	COc1ccc(-c2noc(CN(C)Cc3ccc(C)o3)n2)cc1	7	2	4	-4	1	4	3	0	1	-5
20	CN(CCC1CCOCC1)C(=O)C1CCC(=O)N(CCc2ccc(Cl)cc2)C1 (stereo not drawn)	-12	-1	-16	3	5	3	10	9	0	-3
21	CN(C)CCCN1C(=O)C2CCc3[nH]c4ccccc4c3C2C1=O (stereo not drawn)	-2	7	-10	-9	-26	-6	9	-2	-4	-40
22	Cc1cc(C)nc(NC(=O)c2c(Cl)cccc2Cl)n1	11	-7	8	0	-1	2	1	3	2	4
23	COc1cc(/C=N/N2CCN(C3c4ccccc4-c4ccccc43)CC2)ccc1O	18	0	-6	3	-1	-1	3	-4	1	2
24	COc1ccc(CCC(N)=O)cc1OC	-1	-8	7	2	0	-1	1	-2	-2	1
25	C=C(C)C(=O)Oc1ccc(N2C(=O)CCC2=O)cc1	-7	-4	12	2	-1	-2	5	2	-1	-7
26	CCN(CC(=O)Nc1ccc(S(=O)(=O)N2CCCC2)cc1)CC(=O)Nc1cccc(OC)c1	-1	-5	-6	-3	0	-17	-1	1	-5	0
27	CC1Cc2ccccc2N1C(=O)COC(=O)c1ccc([N+](=O)[O-])o1 (stereo not drawn)	11	0	16	4	0	-7	3	-2	-4	-4
28	Cc1ccc(S(=O)(=O)N(C)C)cc1NC(=O)CN1CCN(Cc2ccccc2)CC1	-5	1	7	-6	-3	-2	7	-2	-5	-7
29	CC(=O)Nc1ccc(NC(=O)C(C)OC(=O)COc2ccc(Nc3ccccc3)cc2)cc1 (stereo not drawn)	-3	-2	0	-4	-1	-2	23*	2	-5	-8
30	CCCCn1c(NCCC)nc2c1c(=O)[nH]c(=O)n2C	1	-3	11	-7	2	4	7	0	-3	1
31	CCCSc1ncnc2sc(C)c(C)c12	-25	6	4	7	1	-1	-3	-7	0	-2
32	COc1cccc(-c2cc(=O)c3cc(NC(C)=O)ccc3[nH]2)c1	-7	-3	2	-3	-473	i	7	0	-373	i
33	O=C(CC1c2ccccc2Oc2ccccc21)Nc1ccccc1F	-9	6	2	4	2	-8	7	6	-2	-1
34	O=C(COc1ccc(Cl)cc1)NCCSc1ccccc1	3	1	1	-1	-3	4	1	7	3	-4
35	CCC(=O)N1CCc2cc(Br)cc(S(=O)(=O)CCC(=O)NCC3CCCO3)c21 (stereo not drawn)	1	10	1	-6	1	2	7	3	2	0
36	CS/C(=N\S(=O)(=O)c1ccccc1)c1ccccc1	2	-12	3	3	-1	-4	-1	-1	3	1
37	COC(=O)/C(C#N)=C1/SC=C(C)N1c1ccccc1	6	-7	3	-6	3	13	9	3	2	5
38	O=C1C[C@@H](c2ccccc2)Oc2cc(O)cc(O)c21	7	1	1	-6	3	11	-3	3	-1	-2
39	COC(=O)c1ccccc1NC(=O)CSCC(=O)Nc1ccccc1	4	4	-12	11	0	-7	3	10	-3	1
40	CCOC(=O)N1CCN(C(=O)c2ccc3c(c2)NC(=O)/C(=C\c2cccc(C)c2)S3)CC1	-8	8	10	-4	-8	3	-12	2	0	-20
41	CC(=O)c1coc2c1cc(O)c1ccccc12	-4	-15	11	-3	0	1	4	0	-2	-2
42	O=C(NCCCO)c1cc2c([nH]c3ccccc32)c(-c2ccc(F)cc2)n1	10	12	2	-2	-101	-302	-16	-5	-124	-146
43	O=S(=O)(NC1CCCCC1)c1ccc(Cl)nc1	0	1	-8	-6	1	1	0	-5	-1	4
44	O=C(CSc1n[nH]c(=O)n1C1CC1)c1c[nH]c2ccccc12	-5	-5	1	-3	1	0	-2	-1	-2	-4
45	Cc1ccc(F)c(CNC(=O)C2CCC(=O)N(CCCN3CCCC3=O)C2)c1F (stereo not drawn)	-23	-8	7	7	3	3	-5	-1	-3	-5
46	COc1ccc(-c2c(C)nn3c(N4CCC(C(=O)N5CCCCC5)CC4)cc(C)nc23)cc1OC	2	-17	0	-4	-2	-4	-2	3	-2	-2
47	O=C(COC(=O)CSc1ccc([N+](=O)[O-])cc1)NCCCc1ccccc1	10	7	-12	-10	4	15	0	-6	9	-5
48	O=C(/C=C/c1ccco1)Nc1cccc(NC(=O)/C=C/c2ccco2)n1	-5	20	-9	-9	-47	-46	-20	-2	-14	-50

Arranged by molecular weight (ascending): part of the list above
No.	Structure	ASAP1 GAP inh	ARFGAP1 inh	TDP2 inh	DDE Tn6 FP inh	PLCg1 inh	ADAM10 inh	SIAE primary	DDE Tn7 FP inh	ADAM17 inh	PLC-beta3 inh
17	O=C(Nc1cccs1)Nc1ccccc1Cl	-10	3	-7	4	-5	3	0	-3	2	-4
38	O=C1C[C@@H](c2ccccc2)Oc2cc(O)cc(O)c21	7	1	1	-6	3	11	-3	3	-1	-2
27	CC1Cc2ccccc2N1C(=O)COC(=O)c1ccc([N+](=O)[O-])o1 (stereo not drawn)	11	0	16	4	0	-7	3	-2	-4	-4
5	O=C(c1ccccc1)N1CC[C@H]2[C@H](CCCN2Cc2ccccc2)C1	.	.	0	1	2	1	1	-3	-2	-1
48	O=C(/C=C/c1ccco1)Nc1cccc(NC(=O)/C=C/c2ccco2)n1	-5	20	-9	-9	-47	-46	-20	-2	-14	-50

Returning to the listing; the 2 compounds before the break are reprinted first.
No.	Structure	ASAP1 GAP inh	ARFGAP1 inh	TDP2 inh	DDE Tn6 FP inh	PLCg1 inh	ADAM10 inh	SIAE primary	DDE Tn7 FP inh	ADAM17 inh	PLC-beta3 inh
47	O=C(COC(=O)CSc1ccc([N+](=O)[O-])cc1)NCCCc1ccccc1	10	7	-12	-10	4	15	0	-6	9	-5
48	O=C(/C=C/c1ccco1)Nc1cccc(NC(=O)/C=C/c2ccco2)n1	-5	20	-9	-9	-47	-46	-20	-2	-14	-50
49	O=C(O)COc1ccccc1-c1ccccc1	6	4	3	3	-3	-4	3	2	-5	-6
50	COc1cc(OC)cc(C2=Cc3ccccc3C(CC(=O)c3ccco3)N2c2ccc(-c3ccc(C(N)=O)cc3)cc2)c1 (stereo not drawn)	5	19	5	-1	-121	-8	0	4	-8	-168
51	Clc1ccc(CN2CCC(c3nc4ccc(Cl)cc4[nH]3)CC2)cc1	-7	10	-1	2	1	4	-4	-8	-1	-2
52	COC(=O)Nc1sccc1C(=O)Nc1sccc1C(=O)OC	-1	-3	7	3	-23	-6	-9	3	-7	-37
53	Cc1ccc(S(=O)(=O)N=Nc2c(O)[nH]c3ccccc23)cc1C	4	10	8	-6	-3	-22	-7	-3	-12	-2
